# SARS 3CLpro inh – SARS-CoV 3CLpro protease inhibition | P0C6X7 | recombinant SARS-CoV 3CLpro, quenched FRET peptide cleavage | inhibition, % at 6 µM | actives 0.14% (n = 290,000) | AID 1706; in the data active means inhibition above about 12%
# BoNT A protease – BoNT A light chain protease inhibition | inhibition, % at 10 µM | multiplex microsphere protease substrate cleavage, flow cytometry | actives 0.17% (n = 360,000); further: plate controls were buffer without enzyme for full effect and enzyme alone for no effect
# Y pestis TopoI – Y. pestis Topo-I inhibition via cleavage products | Y. pestis Topo-I cleavage product accumulation, plate reader | activity, % at 10 µM | actives 0.064% (n = 360,000) | AID 504884; in the data active means activity above about 50%, passing the limit was not always enough; inconclusive means no clear call, values can overlap the other calls; further: inactives centre near 2
# PfHsp40 rescue – rescue of PfHsp40-mediated yeast toxicity; S. cerevisiae expressing PfHsp40, growth rescue, ATP luminescence; growth rescue, % at 12.5 µM; actives 0.68% (n = 340,000); AID 504582; in the data active means growth rescue above about 28%, passing the limit was not always enough; inconclusive means no clear call, values can overlap the other calls;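 further: yeast W303a lacking pdr1 and pdr3 grown in galactose medium; growth measured after three days at 30 °C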
# PrPC TRFRET – reduces human prion protein on the cell surface | cell surface PrPC, TR-FRET read-out | inhibition, % at 13.8 µM | actives 0.43% (n = 370,000) | AID 720596; in the data active means inhibition above about 24%; further: 0% = median of the test wells and 100% = reference compound wells
# Vc quorum ag – quorum light induction in luxS cqsA deficient V. cholerae | V. cholerae BH1578 lux reporter, luminescence, 6 h | activation, % at 18.7 µM | actives 0.16% (n = 350,000) | AID 588436; in the data active means activation mostly above about 9.7%, no sharp cut-off; inconclusive means no clear call, values can overlap the other calls; inactive means mostly below about 3.7%; further: not every result past the cut was called active; inactives centre near 0; reference of the scale not given here
# TcdB GH inh – blocks C. difficile toxin B glycohydrolase activity; P18177; TcdB glycohydrolase enzymatic assay, plate reader; inhibition, % at 9.99 µM; actives 0.24% (n = 350,000); in the data active means inhibition above about 10%
# Anthrax LF prot – blocks Bacillus anthracis lethal factor protease. P15917. multiplex microsphere protease cleavage assay, LF. inhibition, % at 10 µM. actives 0.12% (n = 360,000). AID 588501; further: plate controls were buffer without enzyme for full effect and enzyme alone for no effect
# Target sequence (P15917 whole entry, looked up): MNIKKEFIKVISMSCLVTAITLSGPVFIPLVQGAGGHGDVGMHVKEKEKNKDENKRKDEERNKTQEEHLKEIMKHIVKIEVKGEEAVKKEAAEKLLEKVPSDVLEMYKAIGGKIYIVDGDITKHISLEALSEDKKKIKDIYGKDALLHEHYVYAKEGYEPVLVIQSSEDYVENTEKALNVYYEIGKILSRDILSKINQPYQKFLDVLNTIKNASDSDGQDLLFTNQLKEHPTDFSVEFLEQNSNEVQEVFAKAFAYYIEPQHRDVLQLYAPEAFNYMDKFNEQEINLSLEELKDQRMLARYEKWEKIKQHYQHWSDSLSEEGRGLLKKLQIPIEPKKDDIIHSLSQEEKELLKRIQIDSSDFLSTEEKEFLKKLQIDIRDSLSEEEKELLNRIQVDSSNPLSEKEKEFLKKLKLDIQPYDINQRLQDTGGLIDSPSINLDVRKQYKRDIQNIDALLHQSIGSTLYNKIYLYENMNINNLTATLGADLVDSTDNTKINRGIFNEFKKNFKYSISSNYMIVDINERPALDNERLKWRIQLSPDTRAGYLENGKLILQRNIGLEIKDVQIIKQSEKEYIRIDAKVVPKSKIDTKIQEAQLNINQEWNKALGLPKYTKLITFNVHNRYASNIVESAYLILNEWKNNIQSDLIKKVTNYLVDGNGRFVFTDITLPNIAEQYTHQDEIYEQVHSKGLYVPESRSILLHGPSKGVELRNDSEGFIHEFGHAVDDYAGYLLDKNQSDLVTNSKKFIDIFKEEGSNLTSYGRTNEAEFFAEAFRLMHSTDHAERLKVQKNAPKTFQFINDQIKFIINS
# SSB-PriA inh – K. pneumoniae PriA-SSBct interaction inhibition; AlphaScreen SSBct-PriA binding, biotinylated peptide; inhibition, % at 33 µM; actives 0.6% (n = 430,000); in the data active means inhibition mostly above about 37%, no sharp cut-off; inactive means mostly below about 20%;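 further: plate controls were negative control peptide for no effect and reference peptide for full effect; strong numbers were not always called active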
# Numbers without * were called inactive; i = inactive; ? = inconclusive; . = not tested or not shown; & = joins results of further samples. Unless noted, no stated cut-off is given here; in the data, active means inhibition above about 30%; inconclusive means no clear call, values can overlap the other calls; inactive means below that. Not all compounds are listed, so the mix of outcomes need not match the whole.
1: COC(=O)c1ccc(NC(=S)NNC(=O)CC(C)C)cc1
2: O=C(N/N=C1/CC(c2ccccc2)Oc2ccccc21)C1CC1 (stereo not drawn)
3: O=S(=O)(NN1CCOCC1)c1ccc(Br)s1
4: CC(C)CCN(C(=O)Nc1ccc(Cl)cc1)C1CCN(C(C)C)CC1
5: Cc1ccccc1N/C(SCc1ccc(Cl)cc1)=C(/C#N)C(N)=O
6: CN1CCN(C2Cc3ccc(Cl)cc3Sc3ccc(F)cc32)CC1 (stereo not drawn)
7: CCN(CC)S(=O)(=O)c1cccc2cccnc12
8: CCOC(=O)c1cn2nc(Oc3ccccc3)ccc2n1
9: COc1ccc(CC(NC(C)=O)C(=O)NC2CCN(C(=O)c3ccc(OC)c(OC)c3)CC2)cc1OC (stereo not drawn)
10: CN1CCN(c2ccc(NC(=O)Cc3ccccc3)cc2)CC1

Compound	1	2	3	4	5	6	7	8	9	10
SARS 3CLpro inh	5	6	1	5	9	.	3	-1	3	1
BoNT A protease	-0.6	-0.5	0.1	-0.5	-2.2	.	0.5	-9.9	-0.4	-0.2
Y pestis TopoI	3	-3	4	-9	-7	-7	5	0	1	4
PfHsp40 rescue	-0.8	-0.1	1.8	0.0	1.0	.	0.4	-0.1	-2.5	-0.5
PrPC TRFRET	0	-5	-8	-7	1	-9	-3	-3	2	-3
Vc quorum ag	i	-0.3	i	i	-3.1	-0.6	-0.7	-0.6	i	-0.9
TcdB GH inh	.	.	2.5	0.5	.	3.7	.	0.2	1.9	.
Anthrax LF prot	-2	1	1	-2	-3	.	-1	?	-4	-1
SSB-PriA inh	-1	.	-7	-6	0	-1	-7	-4	-17	2

11: COC(=O)c1cccc(NC(=O)CN2CCN(Cc3ccccc3)CC2)c1
12: CCOc1ccc(CN2CCN(Cc3ccc4cc(F)ccc4n3)CC2CCO)cc1 (stereo not drawn)
13: Cc1ccc2nc(C)c(C(=O)N/N=C/c3ccc(C(=O)O)cc3)cc2c1
14: Cc1cc(=O)[nH]c(SCC(=O)Nc2ccnc3ccccc23)n1
15: COC(=O)Cn1c(=O)c2c(nc3n2CCCN3CCc2ccc(OC)c(OC)c2)n(C)c1=O
16: Cc1ccc(F)c(S(=O)(=O)NC(=O)C2(C)CCN2C(=O)Cc2ccccc2)c1 (stereo not drawn)
17: COCCNc1cc(N)c([N+](=O)[O-])cc1[N+](=O)[O-]
18: CCOc1ccc(S(=O)(=O)NCCSCc2ccco2)cc1
19: NC(=O)CSc1oc(-c2ccco2)nc1S(=O)(=O)c1ccc(Cl)cc1
20: COc1cccc(CN(C)CC2CCCN(CCc3ccc(Cl)cc3)C2)c1OC (stereo not drawn)

Compound	11	12	13	14	15	16	17	18	19	20
SARS 3CLpro inh	0	-1	0	-5	-6	.	0	0	-4	3
BoNT A protease	0.6	1.3	0.2	-0.6	-0.8	-1.3	0.4	0.1	-3.2	-3.0
Y pestis TopoI	1	19	-7	-8	-7	-7	-3	16	-5	17
PfHsp40 rescue	-1.3	1.4	0.0	-1.8	-1.9	.	0.1	1.8	0.3	0.9
PrPC TRFRET	-3	-2	-3	3	1	-6	-28	-2	.	-11
Vc quorum ag	i	-0.2	-0.2	1.4	i	i	i	i	-0.1	-0.8
TcdB GH inh	.	0.2	0.7	0.4	0.0	2.9	11*	1.6	.	2.4
Anthrax LF prot	0	-4	0	-7	2	2	-1	1	-2	1
SSB-PriA inh	-12	4	.	-6	-1	.	3	-8	2	2

21: COC(=O)C1=C(CS(=O)(=O)c2cc(Cl)ccc2OC)NC(=O)NC1c1ccc(O)c(OC)c1 (stereo not drawn)
22: COc1ccc(CCN2C(=NC(=O)CC(C)C)SC3CS(=O)(=O)CC32)cc1 (stereo not drawn)
23: Cc1cc(Cl)ccc1C(=O)C1CCCN(C(=O)c2nonc2C)C1 (stereo not drawn)
24: O=C(Nc1ccc(Cl)cc1)Nc1nc(-c2ccccc2)cs1
25: C[C@H]1CN([C@@H](C)CO)C(=O)CCCn2cc(nn2)CO[C@@H]1CN(C)C(=O)CCC(F)(F)F
26: CCn1c(SCC(=O)OC2CCCCC2)nnc1-c1ccncc1
27: CCOC(=O)c1nnn2c1nc(N1CCN(c3ccccc3)CC1)c1ccccc12
28: O=C(CNS(=O)(=O)c1ccc2ccccc2c1)OCc1csc(-c2ccccc2)n1
29: COc1ccccc1NC(=O)C(C)Sc1nnnn1C (stereo not drawn)
30: COc1cc2c(cc1OC)C(c1cccc(Cl)c1)CC(=O)N2 (stereo not drawn)

Compound	21	22	23	24	25	26	27	28	29	30
SARS 3CLpro inh	4	6	0	1	.	-10	-2	-1	.	4
BoNT A protease	2.0	0.2	-1.5	-1.0	-0.3	-1.2	?	1.7	0.4	-0.7
Y pestis TopoI	9	4	9	11	8	10	6	-2	-7	-3
PfHsp40 rescue	1.1	1.1	5.0	4.2	.	-0.9	3.9	1.6	0.2	0.1
PrPC TRFRET	7	1	2	2	1	-2	1	-4	2	9
Vc quorum ag	-0.2	-0.5	-0.4	0.1	i	17*	-0.7	0.6	i	0.8
TcdB GH inh	1.2	3.0	0.6	4.0	-0.1&-0.6&0.1	.	0.3	.	.	-0.2
Anthrax LF prot	0	-1	2	-2	-1	-6	-8	-1	1	-16
SSB-PriA inh	-8	-8	-50	3&-15	.	-17	-1	-25	-6	5

31: CCn1c(SCC(=O)OCc2ccccc2)nc2c1c(=O)n(C)c(=O)n2C
32: CCN(CC(=O)Nc1ccc(NC(C)=O)cc1)C(=O)C1(c2ccccc2)CC1
33: CC1CC(C)CN(C(=O)COC(=O)c2cc3ccccc3oc2=O)C1 (stereo not drawn)
34: Cc1ccc(S(=O)(=O)N2CC(O)CC2C(=O)OCC(=O)Nc2ccc([N+](=O)[O-])cc2C(F)(F)F)cc1C (stereo not drawn)
35: Cc1ccc(C)c(CN2C(=O)COc3ccccc32)c1
36: CC(C)n1cc(CN2CCC(n3nccc3NC(=O)Cc3ccccc3)CC2)cn1
37: CC(C)(C)C(=O)NC1CCN(S(=O)(=O)c2ccccc2F)CC1
38: COc1ccc(OC(C)C(=O)N2CCc3ccccc3C2)cc1 (stereo not drawn)
39: CC(C)(C)NC(=O)c1oc2ccccc2c1COc1ccccc1
40: COc1cccc(C(=O)/C(C#N)=N/Nc2cccc(-c3ccnc(C)n3)c2)c1

Compound	31	32	33	34	35	36	37	38	39	40
SARS 3CLpro inh	0	.	.	.	0	0	3	-3	-5	-2
BoNT A protease	-0.1	-0.3	-0.3	-1.2	-2.4	0.4	0.8	-0.9	0.1	-0.4
Y pestis TopoI	8	-7	5	-1	-11	8	-1	12	37	-4
PfHsp40 rescue	-0.8	1.1	-0.7	0.3	-0.4	0.2	1.7	-0.8	0.8	-0.6
PrPC TRFRET	0	11	-6	-15	-1	-8	3	-5	16	-7
Vc quorum ag	-1.0	i	-5.0	i	0.0	-4.5	22	-0.6	i	-0.6
TcdB GH inh	.	0.3	1.0	2.7	0.1	-1.5	.	.	0.7	0.8
Anthrax LF prot	-3	4	-8	-3	-2	-1	4	-8	-1	-1
SSB-PriA inh	-5	-1	-5	-8	-12	-8	-16	-7	-46	.

41: C=CCN(CC=C)C(=O)COn1nnc2ccc(S(=O)(=O)N3CCOCC3)cc21
42: O=C(CCc1nnc(C2(c3ccc(Cl)cc3)CCC2)o1)N1CCCC1
43: C=C(C)Cn1c(CCCNC(=O)CC)nc2ccccc21
44: COCCCNc1nc(-c2ccc(Cl)cc2)nc2ccccc12
45: C#CCSc1nnc(-c2cccc3ccccc23)o1
46: O=C(CN(C(=O)CCC(=O)Nc1nccs1)c1ccc2c(c1)OCO2)NCc1ccccc1
47: CCCN(CCC)C(=O)CSc1nc2ccccc2c(=O)n1CC1COc2ccccc2O1 (stereo not drawn)
48: CC(C)c1ccc(NC(=O)c2n[nH]c(=O)c3ccccc23)cc1
49: CN(CC(=O)Nc1cccc(F)c1)C(=O)c1ccccc1Sc1ccccc1C#N
50: CC1(c2ccc3ccccc3c2)NC(=O)N(CC(=O)O)C1=O (stereo not drawn)

Compound	41	42	43	44	45	46	47	48	49	50
SARS 3CLpro inh	.	6	-5	-2	-1	0	1	1	.	-2
BoNT A protease	-1.5	-0.4	3.5	-3.6	0.3	2.7	-0.4	-0.3	-0.4	-1.6
Y pestis TopoI	-2	11	0	0	-4	-5	-1	0	4	-8
PfHsp40 rescue	0.4	0.5	-0.4	-0.7	0.7	-1.3	0.0	1.9	0.6	-0.3
PrPC TRFRET	-1	5	-10	6	-3	4	3	1	5	0
Vc quorum ag	i	-0.1	-1.8	i	i	-0.3	-0.3	-0.3	i	0.2
TcdB GH inh	0.5	0.2	1.0	1.6	.	0.6	.	0.9	-0.2	0.2
Anthrax LF prot	-3	-4	1	11	-4	0	?	4	2	5
SSB-PriA inh	-8	-9	0	-50	-87	11	-3	-3	-10	-7

# Eight entries from above, set out differently.
# Second line of a record – SARS 3CLpro inh | BoNT A protease | Y pestis TopoI | PfHsp40 rescue | PrPC TRFRET | Vc quorum ag | TcdB GH inh | Anthrax LF prot | SSB-PriA inh
40	COc1cccc(C(=O)/C(C#N)=N/Nc2cccc(-c3ccnc(C)n3)c2)c1
  -2 | -0.4 | -4 | -0.6 | -7 | -0.6 | 0.8 | -1 | .
41	C=CCN(CC=C)C(=O)COn1nnc2ccc(S(=O)(=O)N3CCOCC3)cc21
  . | -1.5 | -2 | 0.4 | -1 | i | 0.5 | -3 | -8
42	O=C(CCc1nnc(C2(c3ccc(Cl)cc3)CCC2)o1)N1CCCC1
  6 | -0.4 | 11 | 0.5 | 5 | -0.1 | 0.2 | -4 | -9
43	C=C(C)Cn1c(CCCNC(=O)CC)nc2ccccc21
  -5 | 3.5 | 0 | -0.4 | -10 | -1.8 | 1.0 | 1 | 0
44	COCCCNc1nc(-c2ccc(Cl)cc2)nc2ccccc12
  -2 | -3.6 | 0 | -0.7 | 6 | i | 1.6 | 11 | -50
45	C#CCSc1nnc(-c2cccc3ccccc23)o1
  -1 | 0.3 | -4 | 0.7 | -3 | i | . | -4 | -87
46	O=C(CN(C(=O)CCC(=O)Nc1nccs1)c1ccc2c(c1)OCO2)NCc1ccccc1
  0 | 2.7 | -5 | -1.3 | 4 | -0.3 | 0.6 | 0 | 11
47	CCCN(CCC)C(=O)CSc1nc2ccccc2c(=O)n1CC1COc2ccccc2O1 (stereo not drawn)
  1 | -0.4 | -1 | 0.0 | 3 | -0.3 | . | ? | -3

# Next entries follow:
51: O=C(NCc1ccc(F)cc1)C1(S(=O)(=O)c2ccc(Cl)cc2)CC1
52: CCOc1ccc(C(=O)N2CCc3ccccc32)cc1
53: O=C(c1cc(S(=O)(=O)N2CCOCC2)c(Cl)cc1Cl)N1CCCCC1
54: COC(=O)[C@H](Cc1ccccc1)NC(=O)Nc1ccc(OC)cc1
55: O=S(=O)(Nc1ncccn1)c1ccc(NC(=S)Nc2ccccc2Cl)cc1
56: O=C1C(=O)N(Cc2cccnc2)C(c2ccccn2)/C1=C(/O)c1ccc(Br)cc1 (stereo not drawn)
57: O=C(CCCNS(=O)(=O)c1cccc2nsnc12)NCc1ccc(F)cc1

Compound	51	52	53	54	55	56	57
SARS 3CLpro inh	-6	0	-5	2	2	3	1
BoNT A protease	-0.3	-5.5	0.4	-0.6	-1.6	-0.5	0.0
Y pestis TopoI	13	5	8	-7	-3	5	-9
PfHsp40 rescue	0.8	-0.8	0.4	-0.4	0.1	-0.1	0.8
PrPC TRFRET	1	-1	7	-5	-4	-2	-39
Vc quorum ag	-0.3	0.0	1.5	-0.7	i	4.8	-25
TcdB GH inh	-0.2	2.1	.	0.6	1.2	.	.
Anthrax LF prot	1	-3	-4	-22	0	-4	2
SSB-PriA inh	2	-11	-4	0	0	.	-15

# Source: PubChem (several laboratories)
